NOD2 inhibition – inhibition of NOD2-driven NF-kB reporter – cell-based, luminescence, uHTS, HEK293 (AID 1566). 290,000 tested, 0.63% active. HEK293 NOD2/NF-kB luciferase reporter, luminescence; higher % means a stronger effect. one-dose inhibition, % at 4 µM; EC50 in µM for titrated hits; further: many of its hits are not listed in these tables
KOR beta-arrestin-1 – KOR antagonists, beta-arrestin recruitment, cell-based, luminescence, uHTS (AID 1778). one-dose inhibition, % at 10 µM; IC50 in µM for titrated hits. KOR beta-arrestin recruitment, luminescence, antagonist mode; higher % means a stronger effect. 290,000 tested, 0.091% active; further: strong numbers were not always called active
KOR beta-arrestin-2 – KOR agonists, beta-arrestin recruitment, primary screen, cell-based, luminescence, uHTS (AID 1777) | activation, % at 10 µM, or EC50 in µM where a hit was titrated | KOR beta-arrestin recruitment, luminescence; higher % means a stronger effect | 280,000 tested, 0.02% active; in the data active means activation above about 50%, passing the limit was not always enough; further: a part of the inactive calls stands beside numbers as strong as those of hits
P. falciparum M1AAP – malaria alanyl aminopeptidase activity blockers – biochemical, fluorogenic H-Leu-NHMec substrate, 1536-well (AID 1445). 220,000 tested, 0.42% active. recombinant M1AAP, H-Leu-NHMec fluorogenic kinetic assay; higher % means a stronger effect. inhibition, % at 30 µM; hits with a dose series show IC50 in µM;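 active means primary inhibition above the hit cutoff, then over 50% inhibition at one or more dose response concentrations, cut at about 23% in these data, passing the limit was not always enough; inconclusive means conflicting primary data, or primary hits not chosen for dose response; inactive means low primary inhibition, or under 50% at every dose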;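 further: plate controls were DMSO full reaction for no effect and no enzyme background for full effect; strong numbers were not always called active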
NOD1 inhibition – NOD1 signaling inhibitors, primary screen, cell-based, luminescence, uHTS (AID 1578) | 290,000 tested, 1% active | NOD1-driven NF-kB luciferase reporter cells, luminescence; higher % means a stronger effect | one-dose inhibition, % at 4 µM; EC50 in µM for titrated hits; in the data active means inhibition mostly above about 36%, no sharp cut-off; inactive means mostly below about 34%;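 further: HEK-293T reporter cells stimulated with the NOD1 agonist gamma-tri-DAP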
M17LAP inhibition – P. falciparum M17LAP inhibitors, primary screen, biochemical, fluorogenic H-Leu-NHMec substrate, 1536-well (AID 1619) | recombinant M17LAP, H-Leu-NHMec fluorogenic kinetic assay; higher % means a stronger effect | inhibition, % at 30 µM; hits with a dose series show IC50 in µM | 220,000 tested, 0.38% active;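 active means compound inhibiting the enzyme by more than half at any dose during confirmatory dose-response retesting; inconclusive means strong single-dose inhibitors picked by rank but not retested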;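 further: plate controls were full reaction with DMSO carrier for no effect and no enzyme background for full effect; strong numbers were not always called active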
Dynein cargo inh – dynein cargo transport inhibition | z-score, hits read low | 220,000 tested, 0.47% active | 3617.4 mouse cells, GR-EGFP nuclear translocation imaging; test concentration mostly 20 µM; stimulated with dexamethasone, 1 µM; active compounds read low | AID 1381;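 active means plate z-score of nuclear minus cytoplasmic receptor signal below a set negative limit, without overly bright fluorescence or cell loss, cut at about -3.5 in these data, passing the limit was not always enough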;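 further: z-score of nuclear minus cytoplasmic ring GR-EGFP intensity difference per well; some compounds called inactive have numbers as strong as hits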
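Buffer or medium: tet-free, stripped-serum medium; reagent: dexamethasone at 1.0 µM final, 30 min; incubation: 48 h induction, 1 h compound, 30 min dex at 37 °C; measured by: formaldehyde fixation, Hoechst nuclear stain, 10x automated fluorescence imaging; read-out: nuclear-to-cytoplasmic GR-EGFP distribution per well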
AID2073 – inhibitors of Mint1-CaV2.2 protein interaction, biochemical, HTRF (AID 2073); HTRF protein-protein interaction, Mint1-CaV2.2; higher % means a stronger effect; inhibition, % at 20 µM; hits with a dose series show IC50 in µM; 290,000 tested, 0.19% active; in the data active means inhibition mostly above about 51%, no sharp cut-off; inconclusive means no clear call, values can overlap the other calls; inactive means mostly below about 53%; further: some results filed as inactive read as strong as hits
GPR55 activation – selective activators of receptor GPR55 – imaging, U2OS cells, beta-arrestin-GFP redistribution, primary screen (AID 1961); 290,000 tested, 0.048% active; activation, % at 10 µM, or EC50 in µM where a hit was titrated; U2OS GPR55 beta-arrestin-GFP redistribution imaging; higher % means a stronger effect;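 active means activation above 40% with more than 50 cells counted in the well; inconclusive means wells holding fewer than 50 cells, flagged as toxic or sparse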;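 further: U2OS osteosarcoma cells stably expressing GPR55 and beta-arrestin-GFP; plate controls were DMSO negative control for no effect and LPI positive control for full effect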
Dynein cargo inh cytoplasmic EGFP – second read-out of Dynein cargo inh, no call of its own (marks repeat the call); z-score; measured here: cytoplasmic GR-EGFP intensity; active compounds read high
Dynein cargo inh nuclear GR-EGFP – second read-out of Dynein cargo inh, no call of its own (marks repeat the call); z-score; measured here: nuclear GR-EGFP intensity;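 lower value marks the stronger effect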
Dynein cargo inh cell count – also measured in Dynein cargo inh; calls as there; z-score; measured here: cell count per field
Active calls of the source: *; ? = inconclusive; · = no result given; & = joins results of further samples; [ ] = dose if it differs, or a comment. Unless noted, no stated cut-off is given here; in the data, active means inhibition above about 50%; inactive means the rest. The list is partial; count on the stated rates, not on these rows.

SMILES	NOD2 inhibition	KOR beta-arrestin-1	KOR beta-arrestin-2	P. falciparum M1AAP	NOD1 inhibition	M17LAP inhibition	Dynein cargo inh	Dynein cargo inh cytoplasmic EGFP	Dynein cargo inh nuclear GR-EGFP	Dynein cargo inh cell count	AID2073	GPR55 activation
Cc1cc(NC(=O)c2ccco2)c(=O)n(Cc2c(F)cccc2Cl)c1	18%	-3%	-2.5%	·	-28%	·	·	·	·	·	4%	0.2%
Cc1nc2ccc(F)cc2cc1C(=O)Nc1cccc(Cl)c1C	23%	-4%	0.0%	3%	1%	-18%	-0.26	-0.27	-0.28	0.13	10%	0.2%
COc1ccc(S(=O)(=O)N2CCC(C(=O)N[C@H](C(=O)NC3CCCC3)C(C)C)CC2)cc1	22%	-48%	-2.6%	·	-28%	·	·	·	·	·	9%	0.6%
Cc1ccc2nc(/C(C#N)=C/c3ccc(-c4cccc([N+](=O)[O-])c4)o3)[nH]c2c1	5%	-46%	4.8%	6%	33%	17%	-0.068	2.5	0.065	-0.14	12%	0.4%
O=C1CSC(c2cn(-c3ccccc3)nc2-c2cc3ccccc3oc2=O)N1Cc1ccco1 (stereo not drawn)	-3%	4%	14%	6%	3%	-53%	-1.8	1.9	-0.21	0.15	36%	0.2%
O=C(CSc1n[nH]c(=O)n1-c1cccnc1)Nc1ccccc1	4%	14%	-0.1%	·	-22%	·	·	·	·	·	-5%	-0.2%
Nc1nc(CSc2ncn[nH]2)nc(Nc2ccc(F)cc2)n1	-17%	-1%	3.2%	0%	-40%	-4%	0.13	-0.39	0.11	0.98	5%	0.6%
COc1ccc(N(CC(=O)N/N=C/c2cc3ccc(OC)cc3nc2Cl)S(=O)(=O)c2ccccc2)cc1	-21%	3%	-0.4%	-1%	-36%	3%	0.59	-0.079	0.93	-1.3	16%	-0.4%
CCn1c(COc2ccc(C)cc2)nnc1SCc1ccc(C#N)cc1	-5%	-24%	4.3%	-3%	-19%	-2%	-1.2	0.68	-0.29	0.77	-12%	-0.1%
CCOC(=O)N1CCC(NC(=O)CSc2cc(=O)n(CC)c3ccccc23)CC1	0%	22%	-1.5%	6%	-24%	11%	0.95	-0.19	0.56	-0.24	9%	-0.1%
COc1cc2c(cc1OC)C(C(=O)NCc1ccco1)C(c1cccs1)N(C)C2=O (stereo not drawn)	18%	-3%	4.4%	12%	15%	14%	-0.59	-0.25	-0.1	0.46	-2%	-0.1%
O=C(CSc1ncn[nH]1)Nc1cccc(S(=O)(=O)N2CCCCCC2)c1	-20%	25%	4.9%	9%	37%	34%	0.19	-0.11	-0.25	-0.38	4%	-0.2%
CCC1C(C#N)=C(SC)NC2=C1C(=O)CC(C)(C)C2 (stereo not drawn)	18%	10%	-2.4%	1%	4%	-9%	-1.1	-0.34	-0.36	0.69	10%	0.1%
COc1cc(C2NC(=O)NC(O)(C(F)(F)F)C2C(=O)c2ccc(Cl)cc2)ccc1O (stereo not drawn)	11%	8%	-1.9%	8%	-2%	5%	0.69	-0.093	0.43	-0.93	-4%	-0.1%
O=C1c2cccc3cc([N+](=O)[O-])cc(c23)C(=O)N1CCN1CCCC1	-221%	36%	4.3%	5%	-15%	9%	-1.3	-0.18	-0.24	1	10%	0.2%
COc1ccc(NC(=O)c2ccccc2NC(=O)COc2ccccc2)cc1	-5%	-31%	2.0%	-1%	-14%	0%	1.6	-0.17	1.5	-0.061	35%	0.0%
CCc1ccc(/C=C2\Oc3c(ccc(O)c3CN3CCN(CCO)CC3)C2=O)cc1	8%	21%	-0.2%	17%	-7%	5%	-0.61	-0.12	-0.32	0.075	?	-0.1%
CCc1nc(NCc2ccc3c(c2)OCO3)c2oc3ccccc3c2n1	-2%	-27%	2.3%	-3%	23%	4%	-0.27	-0.13	-0.77	-0.43	2%	-0.1%
COc1cccc(-c2nc3n(n2)C(c2cccs2)C(C(=O)Nc2cccnc2)=C(C)N3)c1 (stereo not drawn)	3%	6%	0.1%	17%	5%	1%	0.39	-0.15	0.33	-0.059	11%	0.2%
CCN1CCN(C(c2cccs2)C(C)NS(=O)(=O)c2ccccc2)CC1 (stereo not drawn)	12%	3%	-3.9%	-4%	-25%	-2%	-0.97	-0.1	-0.52	0.092	5%	1.3%

Part of the list above in order of count of non-hydrogen atoms, highest first.
SMILES	NOD2 inhibition	KOR beta-arrestin-1	KOR beta-arrestin-2	P. falciparum M1AAP	NOD1 inhibition	M17LAP inhibition	Dynein cargo inh	Dynein cargo inh cytoplasmic EGFP	Dynein cargo inh nuclear GR-EGFP	Dynein cargo inh cell count	AID2073	GPR55 activation
COc1ccc(N(CC(=O)N/N=C/c2cc3ccc(OC)cc3nc2Cl)S(=O)(=O)c2ccccc2)cc1	-21%	3%	-0.4%	-1%	-36%	3%	0.59	-0.079	0.93	-1.3	16%	-0.4%
COc1ccc(S(=O)(=O)N2CCC(C(=O)N[C@H](C(=O)NC3CCCC3)C(C)C)CC2)cc1	22%	-48%	-2.6%	·	-28%	·	·	·	·	·	9%	0.6%
COc1cc2c(cc1OC)C(C(=O)NCc1ccco1)C(c1cccs1)N(C)C2=O (stereo not drawn)	18%	-3%	4.4%	12%	15%	14%	-0.59	-0.25	-0.1	0.46	-2%	-0.1%
Cc1ccc2nc(/C(C#N)=C/c3ccc(-c4cccc([N+](=O)[O-])c4)o3)[nH]c2c1	5%	-46%	4.8%	6%	33%	17%	-0.068	2.5	0.065	-0.14	12%	0.4%

(further entries)
SMILES	NOD2 inhibition	KOR beta-arrestin-1	KOR beta-arrestin-2	P. falciparum M1AAP	NOD1 inhibition	M17LAP inhibition	Dynein cargo inh	Dynein cargo inh cytoplasmic EGFP	Dynein cargo inh nuclear GR-EGFP	Dynein cargo inh cell count	AID2073	GPR55 activation
Cc1ccc(SCC(=O)Nc2ccc(N3CCN(C)CC3)c(F)c2)c(C)c1	-16%	-7%[20 µM]	-5.1%	3%	-17%	6%	-0.44	-0.26	-0.27	0.4	7%	-0.1%
C=CCNC(=O)c1onc(CSc2ccncc2)c1C(=O)NCC=C	9%	-2%	-6.7%	9%	0%	6%	-1.2	-0.82	-0.53	0.78	6%	-0.2%
CC(=O)c1cccc(-n2nnnc2SCC(=O)NNC(=O)C2CCCCC2)c1	9%	-34%	0.9%	1%	-53%	-12%	-0.27	-0.16	-0.11	0.98	-9%	0.0%
O=c1[nH]c(CN(CCc2ccccc2)S(=O)(=O)c2ccc(Cl)cc2)nc2ccccc12	4%	10%	9.1%	6%	-3%	-11%	-0.5	-0.24	-0.074	1.2	-4%	0.2%
CCOC(=O)Cc1nnc(NC(=O)CSc2ncc(-c3ccccc3)nn2)s1	-6%	8%	-4.2%	18%	-23%	3%	1.1	0.1	0.64	-0.27	12%	0.4%
CC(OC(=O)c1cccnc1Cl)C(=O)Nc1ccc(S(N)(=O)=O)cc1 (stereo not drawn)	-8%	-43%	5.4%	3%	1%	-8%	1.7	-0.15	1.2	-1.4	12%	0.2%
CN1CCN(C(=O)c2ccc(F)c(F)c2)CC1	2%	-32%[20 µM]	0.6%	·	-16%	·	·	·	·	·	20%	0.2%
O=C(C[C@H]1C(=O)N(C2CCCCC2)C[C@@H]1Cc1ccccc1)Nc1ccccc1	7%	-10%[20 µM]	17%	·	23%	·	·	·	·	·	5%	-0.3%
COC(=O)c1cnn(-c2ccccc2)c1N	-19%	·	0.4%	-1%	-3%	2%	0.77	-0.2	0.63	-1.2	5%	-0.1%
CCOC(=O)Cn1c(C)cc(COC)c(C#N)c1=O	5%	-12%	-0.9%	4%	-10%	8%	-1	-0.34	-0.37	1.5	5%	0.2%
COc1ccc(Oc2nccc(-c3ccc(F)cc3)c2C#N)cc1	-18%	-45%	2.0%	-4%	-14%	-6%	0.3	0.052	-0.55	-0.17	17%	0.0%
O=c1c2ccsc2ncn1Cc1ccccc1F	13%	-6%	-0.1%	-3%	12%	1%	-0.86	-0.23	-0.45	1	-5%	-0.3%
CCN(CC)C(=O)C(=O)c1cccn1-c1c(Cl)cccc1C#N	18%	-24%[20 µM]	-5.2%	1%	-18%	-1%	1.2	-0.21	0.25	-0.3	-8%	0.2%
N[C@@H](Cc1ccc(O)cc1)c1nnc([C@H](CO)NC(=O)C2CCNCC2)o1	-1%	-4%	-3.1%	-3%	-31%	3%	-0.92	-0.25	-0.3	0.48	9%	-0.1%
CC1CCCC(C(=O)O)N1C(=O)CCSC(=O)c1ccccc1 (stereo not drawn)	19%	7%	-2.4%	21%	-19%	54%	-0.85	-0.34	-0.13	0.45	-1%	-0.1%
Cc1cc(SCC(=O)O)nc2ccccc12	18%&-3%	1%	-1.1%	-1%&12%	-2%&-23%	-1%&12%	-0.35&-0.33	-0.3&-0.31	0.16&-0.038	1.6&0.43	3%&21%	0.2%&-0.1%
O=C(CN1CCN(C(=O)c2ccco2)CC1)NCc1ccc(Cl)cc1	-11%	-18%	8.9%	·	-4%	·	·	·	·	·	-1%	-0.1%
c1ccc(CSc2ncccn2)cc1	-1%	20%	-1.2%	-3%	-19%	-7%	0.067	-0.3	0.047	1.1	-46%	-0.2%
CCOc1ccccc1CNc1ccc(O)cc1	-9%	10%[20 µM]	0.1%	5%	-24%	3%	-1.1	-0.27	-0.62	1.4	76%	-0.1%
COCCN(C(=O)/C=C/c1ccccc1)c1nnc(-c2cccnc2)s1	12%	20%	1.9%	14%	9%	1%	-0.36	-0.18	-0.33	-0.53	16%	0.5%
CCN1CCCC1CNC(=O)c1ccc(N2CCCC2=O)cc1 (stereo not drawn)	16%	18%	6.2%	-5%	-17%	17%	1.5	-0.38	0.44	-0.081	4%	0.5%
Cc1ccccc1NC(=O)c1cc(S(=O)(=O)c2ccccc2)ccc1Cl	14%	9%	4.4%	-2%	9%	8%	-0.58	-0.23	-0.077	0.32	10%	-0.2%
